Screening data: PubChem BioAssay, National Center for Advancing Translational Sciences (NCATS)
FH mod: Identification of activators of human fumarate hydratase by quantitative high-throughput screening; Fumarate hydratase, mitochondrial (Homo sapiens), P07954; FH coupled MDH/diaphorase resazurin fluorescence, 15 min; Potency, µM (top dose mostly 79.9 µM), inactives show at the top dose activity change, negative = inhibition, actives largely listed as inhibitors; 0.22% of 54,000 active; AID 1347055, 2019; note: the screen sought activators but most active calls are inhibition curves; nearly all actives have a fitted effect of over 45% in size
Target sequence (P07954 whole entry, looked up): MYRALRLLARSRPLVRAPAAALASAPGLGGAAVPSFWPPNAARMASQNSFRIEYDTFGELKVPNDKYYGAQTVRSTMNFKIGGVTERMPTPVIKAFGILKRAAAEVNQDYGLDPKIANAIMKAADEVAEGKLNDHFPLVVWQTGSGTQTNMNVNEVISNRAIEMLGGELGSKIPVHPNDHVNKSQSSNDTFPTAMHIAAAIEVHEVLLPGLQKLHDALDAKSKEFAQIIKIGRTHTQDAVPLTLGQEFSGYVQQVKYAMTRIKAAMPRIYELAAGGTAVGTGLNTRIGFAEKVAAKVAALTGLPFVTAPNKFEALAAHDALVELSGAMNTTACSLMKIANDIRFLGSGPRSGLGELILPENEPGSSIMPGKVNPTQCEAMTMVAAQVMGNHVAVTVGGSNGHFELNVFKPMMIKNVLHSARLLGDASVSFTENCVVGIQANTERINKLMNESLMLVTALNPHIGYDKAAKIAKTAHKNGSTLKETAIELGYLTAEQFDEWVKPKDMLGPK
NTMT1 inhibitor: NTMT1 methyltransferase inhibition; AID 1645870; NTMT1 MTase-Glo SAH luminescence, purified enzyme; Q9BV86; 2.5% of 59,000 active; Potency, µM (highest dose often 114 µM), without a hit: at the highest dose activity change, negative = inhibition, actives largely listed as inhibitors;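 note: plate controls were DMSO vehicle for no effect and no enzyme for full effect; nearly all actives have a fitted effect of over 65% in size; many of its hits are not listed in these tables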
Target sequence (Q9BV86 whole entry, looked up): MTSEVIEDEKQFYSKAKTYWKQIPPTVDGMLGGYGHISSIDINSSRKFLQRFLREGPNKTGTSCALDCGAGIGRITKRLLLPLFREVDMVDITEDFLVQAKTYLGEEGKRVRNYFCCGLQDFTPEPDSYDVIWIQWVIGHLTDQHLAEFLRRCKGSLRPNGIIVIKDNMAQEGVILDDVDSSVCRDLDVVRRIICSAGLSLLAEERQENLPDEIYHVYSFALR
* = called active by the depositor; ? = inconclusive; & = joins results of further samples; ! = a repeat was not active; [ ] = another dose, or the depositor's remark. Calls come from the whole dose curve; as a rule, active = well fitted curve in the direction sought with a large enough effect; inconclusive = small, poorly fitted or top-dose-only effect, or another doubt; inactive = no such curve, though single readings can be large; an effect the other way counts as inactive or inconclusive. Unless noted, % is set by controls: 0 for no effect and ±100 for the full control effect; potency is the fitted concentration of half-maximal effect. These rows are one share of the data; count on the stated rates, not on these rows.

Each structure is followed by: FH mod | NTMT1 inhibitor
CCCCS(=O)(=O)Nc1ncnc(OCCOc2ncc(Br)cn2)c1-c1ccc(Br)cc1
    -2% | 3%[57.5 µM]
CC1=CCC2C(C)(CO)CCCC2(C)C1CC12OC1C(O)C(CO)=CC2O (stereo not given)
    -6%[53.3 µM] | 6%[29.8 µM]
CN(C)CCCCCCNC(=O)c1cccc(-c2cc(O)c3ncccc3c2)c1
    20% | ?
COc1cc2c(cc1OC)CN(C(=O)[C@H](C)N[C@@H](CCc1ccccc1)C(=O)O)[C@H](C(=O)O)C2
    1%[53.3 µM] | ?
N=C(N)c1ccc2nc(-c3cc(CC(=O)NC(CC(=O)O)C(=O)O)cc(-c4cc(S(N)(=O)=O)ccc4O)c3O)[nH]c2c1 (stereo not given)
    23% | -7%[57.5 µM]
CCC[C@@H](NC(=O)[C@@H]1[C@H]2CCC[C@@H]2CN1C(=O)[C@@H](NC(=O)[C@@H](NC(=O)c1cnccn1)C1CCCCC1)C(C)(C)C)C(=O)C(=O)NC1CC1
    -9%[53.3 µM] | -25%[57.5 µM]
CC1OC(=O)C[C@@H]2C(C(=O)O)=CO[C@@H](O[C@H]3O[C@H](CO)[C@@H](O)[C@H](O)[C@H]3O)[C@H]12 (stereo not given in full)
    1%[53.3 µM] | 22%[29.8 µM]
C=C(C)C(=O)O[C@H]1/C(C=O)=C\CC/C(CO)=C/[C@H]2OC(=O)C(=C)[C@@H]2[C@@H]1OC
    -1%[53.3 µM] | 13%[29.8 µM]
CCc1ccc(/C=C2/SC(=S)NC2=O)cc1
    16µM* | -3%
CCNC(=O)CCC/C=C\C[C@@H]1[C@@H](/C=C/C(O)CCc2ccccc2)[C@@H](O)C[C@@H]1O (stereo not given in full)
    4% | 2%[57.5 µM]
O=C1CC2(CCCC2)CC(=O)N1CCNCC1COc2ccccc2O1 (stereo not given)
    -1%[53.3 µM] | 2%[57.5 µM]
CN[C@H](CC(C)C)C(=O)N[C@H]1C(=O)N[C@@H](CC(N)=O)C(=O)N[C@@H]2C(=O)N[C@H]3C(=O)N[C@H](C(=O)N[C@H](C(=O)O)c4cc(O)cc(O)c4-c4cc3ccc4O)[C@H](O)c3ccc(c(Cl)c3)Oc3cc2cc(c3O[C@@H]2O[C@H](CO)[C@@H](O)[C@H](O)[C@@H]2O[C@H]2C[C@](C)(N)[C@H](O)[C@H](C)O2)Oc2ccc(cc2Cl)[C@H]1O
    18%[53.3 µM] | ?
O=C(COc1ccc(Cl)cc1)N1CCN(Cc2ccc3c(c2)OCO3)CC1
    6%[53.3 µM] | 24%[57.5 µM]
CCOc1ccc(S(=O)(=O)n2c(C)nc3ccccc32)cc1
    -3%[53.3 µM] | 8%[29.8 µM]
O=C(Nc1nnc(-c2ccc3c(c2)OCCO3)o1)C1CCCCC1
    14% | 12%[57.5 µM]
Nc1nc2c(ncn2COCCO)c(=O)[nH]1
    ? | 16%
O=C(NCCO[N+](=O)[O-])c1cccnc1
    -4%&0%[53.3 µM] | 4%
CC1(C)CC[C@]2(C(=O)O[C@@H]3O[C@H](CO[C@@H]4O[C@H](CO)[C@@H](O)[C@H](O)[C@H]4O[C@@H]4O[C@H](CO)[C@@H](O)[C@H](O)[C@H]4O)[C@@H](O)[C@H](O[C@@H]4O[C@H](CO)[C@@H](O)[C@H](O)[C@H]4O)[C@H]3O)CC[C@]3(C)C(=CCC4[C@@]5(C)CC[C@@H](O)[C@@](C)(C(=O)O[C@@H]6O[C@H](CO)[C@@H](O)[C@H](O)[C@H]6O)C5CC[C@]43C)[C@@H]2C1 (stereo not given in full)
    1%[13.5 µM] | 4%[6.45 µM]
O=C(Nc1cc(Cl)cc2c1[nH]c1cnccc12)c1cccnc1
    0%&5%[53.3 µM] | 18µM*!
C[C@@]12O[C@@H](C[C@]1(O)CO)n1c3ccccc3c3c4c(c5c6ccccc6n2c5c31)CNC4=O
    ? | ?
Cc1cc(C=c2sc3nc4ccccc4n3c2=O)c(C)n1-c1ccccc1
    23%[53.3 µM] | -20%[57.5 µM]
O=C(Nc1ccc(-c2ccncc2)cc1)N[C@H](CO)c1ccccc1
    ? | 0%[57.5 µM]
COc1cc(/C=C/CO[C@@H]2O[C@H](CO)[C@@H](O)[C@H](O)[C@H]2O)cc(OC)c1O[C@@H]1O[C@H](CO)[C@@H](O)[C@H](O)[C@H]1O
    -2%[53.3 µM] | -24%[29.8 µM]
CC(NC(=O)CC(=O)O)C(=O)Nc1ccccc1C(N)=O (stereo not given)
    -1% | -15%[57.5 µM]
CCCCCC[C@@H](CCC)C(=O)O
    -2%[53.3 µM] | -3%[57.5 µM]
CNC(=O)c1cc(Oc2ccc3nc(N[C@@H]4CCCC[C@H]4O)sc3c2)ccn1
    4% | ?
NC(CS)C(=O)O (stereo not given)
    -3%[53.3 µM] | -4%[57.5 µM]
Cc1ccc2ccc(Cl)cc2n1
    0%[53.3 µM] | 26%[57.5 µM]
CC(C)(C)c1ccc(S(=O)(=O)NCc2ccc(C(=O)Nc3cccnc3)cc2)cc1
    -1% | 7%[57.5 µM]
COc1c(Nc2ncc(Cl)c(N[C@H]3[C@@H](C(N)=O)[C@@H]4C=C[C@H]3C4)n2)ccc2c1CC[C@@H](N1CCOCC1)CC2
    0% | 2%[57.5 µM]
CS(=O)c1ccc(-c2nc(-c3ccc(F)cc3)c(-c3ccncc3)[nH]2)cc1 (stereo not given)
    8%&-6% | 35µM*
CCC[C@@H](NC(=O)N1C(=O)C(CC)(CC)[C@@H]1Oc1ccc(C(=O)N2CCN(C)CC2)cc1)c1ccc2c(c1)OCO2
    -27% | 0%[57.5 µM]
CCOC(=O)C1=C(C)NC(C)=C(C(=O)OC)C1c1cccc([N+](=O)[O-])c1 (stereo not given)
    -28%&-8%[53.3 µM] | -3%[57.5 µM]
COc1cc(C(=O)NS(=O)(=O)c2ccccc2C)ccc1Cc1cn(C)c2ccc(NC(=O)OC3CCCC3)cc12
    5%[53.3 µM] | 71µM*
C=C(C)[C@@H]1CC[C@]2(C(=O)O)CC[C@]3(C)C(CCC4[C@]5(C)C(CC[C@]43C)C(C)(C)[C@@H](O)[C@@H]5C(=O)O)C12 (stereo not given in full)
    3%[53.3 µM] | -14%[29.8 µM]
CC(C)(C)NC[C@H](O)COc1cccc2c1CCCC2=O
    4%[53.3 µM] | 10%[57.5 µM]
CC(C)(C)c1ccc(-c2nc3ccccc3[nH]2)cc1
    0%[53.3 µM] | 10µM*
CC1=C(C(=O)O)/C(=C\CO[C@@H]2O[C@H](CO)[C@@H](O)[C@H](O)[C@H]2O)C(OC(=O)/C=C\c2ccc(O)cc2)C1 (stereo not given in full)
    2%[53.3 µM] | 4%[29.8 µM]
CN(CCO)C1CCN(c2ccc(Nc3ncc4c5ccnc(F)c5n(C5CCCC5)c4n3)nc2)CC1
    0%[53.3 µM] | ?
CC(C)(O)C(=O)N1CCN(c2ccc(C(F)(F)F)c(C3=C(c4c[nH]c5ccccc45)C(=O)NC3=O)c2)CC1
    -12% | 11µM*

16 entries from above, as tab-separated lines.
SMILES	FH mod	NTMT1 inhibitor
Cc1cc(C=c2sc3nc4ccccc4n3c2=O)c(C)n1-c1ccccc1	23%[53.3 µM]	-20%[57.5 µM]
O=C(Nc1ccc(-c2ccncc2)cc1)N[C@H](CO)c1ccccc1	?	0%[57.5 µM]
COc1cc(/C=C/CO[C@@H]2O[C@H](CO)[C@@H](O)[C@H](O)[C@H]2O)cc(OC)c1O[C@@H]1O[C@H](CO)[C@@H](O)[C@H](O)[C@H]1O	-2%[53.3 µM]	-24%[29.8 µM]
CC(NC(=O)CC(=O)O)C(=O)Nc1ccccc1C(N)=O (stereo not given)	-1%	-15%[57.5 µM]
CCCCCC[C@@H](CCC)C(=O)O	-2%[53.3 µM]	-3%[57.5 µM]
CNC(=O)c1cc(Oc2ccc3nc(N[C@@H]4CCCC[C@H]4O)sc3c2)ccn1	4%	?
NC(CS)C(=O)O (stereo not given)	-3%[53.3 µM]	-4%[57.5 µM]
Cc1ccc2ccc(Cl)cc2n1	0%[53.3 µM]	26%[57.5 µM]
CC(C)(C)c1ccc(S(=O)(=O)NCc2ccc(C(=O)Nc3cccnc3)cc2)cc1	-1%	7%[57.5 µM]
COc1c(Nc2ncc(Cl)c(N[C@H]3[C@@H](C(N)=O)[C@@H]4C=C[C@H]3C4)n2)ccc2c1CC[C@@H](N1CCOCC1)CC2	0%	2%[57.5 µM]
CS(=O)c1ccc(-c2nc(-c3ccc(F)cc3)c(-c3ccncc3)[nH]2)cc1 (stereo not given)	8%&-6%	35µM*
CCC[C@@H](NC(=O)N1C(=O)C(CC)(CC)[C@@H]1Oc1ccc(C(=O)N2CCN(C)CC2)cc1)c1ccc2c(c1)OCO2	-27%	0%[57.5 µM]
CCOC(=O)C1=C(C)NC(C)=C(C(=O)OC)C1c1cccc([N+](=O)[O-])c1 (stereo not given)	-28%&-8%[53.3 µM]	-3%[57.5 µM]
COc1cc(C(=O)NS(=O)(=O)c2ccccc2C)ccc1Cc1cn(C)c2ccc(NC(=O)OC3CCCC3)cc12	5%[53.3 µM]	71µM*
C=C(C)[C@@H]1CC[C@]2(C(=O)O)CC[C@]3(C)C(CCC4[C@]5(C)C(CC[C@]43C)C(C)(C)[C@@H](O)[C@@H]5C(=O)O)C12 (stereo not given in full)	3%[53.3 µM]	-14%[29.8 µM]
CC(C)(C)NC[C@H](O)COc1cccc2c1CCCC2=O	4%[53.3 µM]	10%[57.5 µM]

Following part.
Each structure is followed by: FH mod | NTMT1 inhibitor
O=C1NC(=O)/C(=C\c2ccc3nccc(-c4ccncc4)c3c2)S1
    25µM* | ?
O=C(NCc1cccs1)c1cc2nc(-c3ccco3)cc(C(F)(F)Cl)n2n1
    -6% | 2%[57.5 µM]
CC(O)C1NC(=O)C2CCCN2C1=O (stereo not given)
    7% | -10%
CCS(=O)(=O)N1CC(CC#N)(n2cc(-c3ncnc4[nH]ccc34)cn2)C1
    14% | 1%
O=C(O)C(Cc1ccccc1)NC(=O)C1CCCN1 (stereo not given)
    7% | 3%[57.5 µM]
CCN1CCC[C@@H]1CNC(=O)c1ccc2c(c1)NC(=O)c1cccc(C)c1S2
    9% | 10%[57.5 µM]
CC1(C)Oc2ncnc(N)c2N=C1c1ccc(C2CCC(CC(=O)O)CC2)cc1 (stereo not given)
    0% | 3%[57.5 µM]
NS(=O)(=O)c1cc(C2(O)NC(=O)c3ccccc32)ccc1Cl (stereo not given)
    0%[53.3 µM] | ?
Cc1ccccc1N1CCN(S(=O)(=O)C[C@]23CC[C@H](C[C@@H]2NC(=O)[C@@H](N)CCS(C)(=O)=O)C3(C)C)CC1
    24% | ?
O=C(O[C@@H]1O[C@H](CO)[C@@H](O)[C@H](O)[C@H]1O)c1c(O)cc(O)cc1/C=C/c1ccccc1
    0%[53.3 µM] | 14%[29.8 µM]
CN1[C@@H]2CC[C@H]1CC(OC(c1ccccc1)c1ccccc1)C2 (stereo not given in full)
    2% | 2%[57.5 µM]
CCCCCCCCCCCCSCCOCCO
    -6%[53.3 µM] | -22%[57.5 µM]
O=C(c1ccc(-c2ccc(Cl)cc2)o1)N(Cc1ccccn1)c1ccc(N2CCNCC2)cc1
    6% | ?
CN(CC(=O)N(Cc1ccc(C2CCCCC2)cc1)c1ccc(C(=O)O)c(O)c1)S(=O)(=O)c1c(F)c(F)c(F)c(F)c1F
    -18%[53.3 µM] | 32µM*
COC(=O)C1=COC(O[C@@H]2O[C@H](CO)[C@@H](O)[C@H](O)[C@H]2O)/C(=C\COC(=O)/C=C/c2ccccc2)C1CC(=O)OCCc1ccc(O)cc1 (stereo not given in full)
    -4%[20.6 µM] | 7%[12.6 µM]
CC(C)N(CCCNC(=O)Nc1ccc(C(C)(C)C)cc1)C[C@H]1O[C@@H](n2cc(Br)c3c(N)ncnc32)[C@H](O)[C@H]1O
    2%[53.3 µM] | 19µM*
Cc1ncc(COP(=O)(O)O)c(C=O)c1O
    -14%[53.3 µM] | ?
CCOC(=O)N1c2ccc(C(F)(F)F)cc2[C@@H](N(Cc2cc(C(F)(F)F)cc(C(F)(F)F)c2)C(=O)OC)C[C@H]1CC
    7%[53.3 µM] | -3%
OCCN(CCO)c1nc(N2CCCCC2)c2nc(N(CCO)CCO)nc(N3CCCCC3)c2n1
    -16%&-7%&-2%[53.3 µM] | ?
CC(C)(C(=O)NCC(F)(F)C(F)(F)F)C(=O)NC1C(=O)Nc2ccccc2-c2ccccc21 (stereo not given)
    2% | 4%[57.5 µM]
N#CC(=Cc1ccc(O)c(O)c1)C(=O)NCc1ccccc1
    -15%[53.3 µM] | 32%[activator][57.5 µM]

Compound profiles, as listed above:
Profile of CN1[C@@H]2CC[C@H]1CC(OC(c1ccccc1)c1ccccc1)C2 (stereo not given in full) = FH mod = 2%; NTMT1 inhibitor = 2%[57.5 µM]
Profile of CC(O)C1NC(=O)C2CCCN2C1=O (stereo not given) = FH mod = 7%; NTMT1 inhibitor = -10%
